Source: PubChem (National Center for Advancing Translational Sciences (NCATS))
aSyn yeast inh: alpha-synuclein toxicity inhibition in yeast | Potency, µM (series often up to 46.1 µM), without a hit: at the top dose growth rescue (activation), usual class: activators | Yeast expressing alpha-synuclein, growth rescue, BacTiter-Glo, 24 h | 370,000 compounds, 0.14% hits; further: potency means the concentration at half of the fitted maximal effect; % of control where 0% means no effect; nearly all actives have a fitted effect of over 65% in size
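Readout is rescue of growth in alpha-synuclein-expressing yeast, so inhibitors of toxicity appear as activators. Growth after 24 hr at 30 deg C in galactose medium is quantified by luminescence.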
PTHR1 agonist: agonists of human PTHR1 parathyroid hormone receptor; HEK293 GP2 PTHR1 cells, GloSensor cAMP luminescence, 1 h; Potency, µM (doses to about 115 µM), without a hit: at the top dose activation, most hits filed as activators; 410,000 compounds, 0.075% hits; further: potency means the concentration at half of the fitted maximal effect; nearly all actives have a fitted effect of over 55% in size; some results filed as inactive show a strong effect at the top dose; inactives centre near -15; many of its hits are not listed in these tables
Target sequence (Q03431 whole entry, looked up): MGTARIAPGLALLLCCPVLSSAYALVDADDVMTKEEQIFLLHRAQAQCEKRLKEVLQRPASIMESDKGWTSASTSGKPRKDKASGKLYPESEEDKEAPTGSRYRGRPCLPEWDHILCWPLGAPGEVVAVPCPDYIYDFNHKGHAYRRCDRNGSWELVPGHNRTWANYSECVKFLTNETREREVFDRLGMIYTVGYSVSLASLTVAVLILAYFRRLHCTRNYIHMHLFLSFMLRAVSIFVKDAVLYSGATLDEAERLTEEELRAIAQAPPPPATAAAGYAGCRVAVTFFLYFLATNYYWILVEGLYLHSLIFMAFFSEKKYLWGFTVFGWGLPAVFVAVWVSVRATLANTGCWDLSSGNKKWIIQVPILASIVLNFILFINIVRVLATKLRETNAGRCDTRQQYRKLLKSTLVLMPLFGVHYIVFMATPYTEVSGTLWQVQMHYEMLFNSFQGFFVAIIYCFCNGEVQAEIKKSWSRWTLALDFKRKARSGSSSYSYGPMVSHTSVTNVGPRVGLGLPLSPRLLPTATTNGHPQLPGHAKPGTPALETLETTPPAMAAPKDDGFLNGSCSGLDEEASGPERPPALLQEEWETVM
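HEK-293-derived GP2 cells expressing PTHR1 and a GloSensor cAMP reporter, 3,000/well, plated overnight, given luciferin plus IBMX (each 0.5 mM as added) for 1 h at 37 °C, then compound for 1 h at 37 °C. Luminescence was read after 15 min at room temperature.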
Abeta yeast res: restores growth of yeast expressing A-beta42 peptide; yeast expressing A-beta42, growth rescue, OD600, 48 h; response scale: 0% DMSO, 100% iron-clioquinol control; 410,000 compounds, 0.063% hits; Potency, µM (highest dose often 46.1 µM), without a hit: top-dose growth rescue, hits mostly activators; further: potency means the concentration at half of the fitted maximal effect; nearly all actives have a fitted effect of over 55% in size
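Growth rescue measured by 600 nm absorbance after 48 h yeast culture at 30 C with compound. Values normalized between DMSO and an equimolar ferric chloride plus clioquinol control.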
pAkt inh: Akt phosphorylation inhibition | Neuro2A IGF-stimulated pAkt S473 HTRF, 20 min; active compounds read low | AID 651550 | activity change, % for hits at 50 µM | 360,000 compounds, 0.32% hits; in the data active means activity change below about -80%; inconclusive means mostly about -51% to -80%; further: on the % scale 0 is the no-effect control and ±100 the full control effect
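Single-point screen (50 µM final compound) in Neuro2A cells stimulated 20 min with 6 nM IGF at 37 deg C. After lysis, Ser473-phosphorylated Akt read by HTRF (ex 330 nm, em 615/665 nm) as the 665/615 ratio.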
GLP-1R inv ag: acts as inverse agonist at human GLP-1 receptor; Potency, µM (highest dose often 38.3 µM), inactives show at the top dose activity change, negative = inhibition, hits mostly inhibitors; 410,000 compounds, 1.6% hits; P43220; HEK293 GLP-1R CRE-luciferase, luminescence, 24 h; GLP-1R form is constitutively active; further: potency means the concentration at half of the fitted maximal effect; on the % scale 0 is the no-effect control and ±100 the full control effect; nearly all actives have a fitted effect of over 55% in size
Target sequence (P43220 whole entry, looked up): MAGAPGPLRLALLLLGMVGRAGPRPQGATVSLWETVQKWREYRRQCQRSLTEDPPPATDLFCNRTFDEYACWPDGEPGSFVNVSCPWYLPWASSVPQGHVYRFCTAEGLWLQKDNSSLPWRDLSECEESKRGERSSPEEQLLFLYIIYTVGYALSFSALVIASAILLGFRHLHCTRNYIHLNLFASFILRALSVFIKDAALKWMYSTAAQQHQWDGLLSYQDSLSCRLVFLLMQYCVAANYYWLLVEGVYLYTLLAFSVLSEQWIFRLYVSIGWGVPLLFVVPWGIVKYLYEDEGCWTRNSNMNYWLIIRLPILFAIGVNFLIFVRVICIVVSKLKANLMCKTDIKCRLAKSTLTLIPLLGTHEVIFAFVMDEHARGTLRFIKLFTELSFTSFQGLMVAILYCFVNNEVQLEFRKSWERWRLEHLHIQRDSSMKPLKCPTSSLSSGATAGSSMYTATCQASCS
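GLP-1R inverse agonism mode: basal reporter luminescence in engineered HEK293 cells measured after one day of compound exposure at 37 deg C, with a 12 min room-temperature detection step.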
FUS suppressor: rescues growth of FUS-expressing yeast; S. cerevisiae FUS-expressing, growth rescue, OD600, 24 h; Potency, µM (highest dose often 76.6 µM), for the others: at the top dose growth rescue (activation), hits mostly activators; 390,000 compounds, 0.24% hits;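 further: potency means the concentration at half of the fitted maximal effect; plate controls were DMSO vehicle for no effect and reference control for full effect; nearly all actives have a fitted effect of over 55% in size; some results filed as inactive show a strong effect at the top dose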
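Compound concentration series was pinned onto galactose-induced FUS-expressing yeast seeded at OD 0.005. Plates sat 24hr at 30C; absorbance at 600 nm gave growth. DMSO served as background control.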
TDP-43 yeast inh: inhibitors of TDP-43 toxicity in yeast; TDP-43 expressing yeast growth rescue, BacTiter-Glo, 24 h; Potency, µM (series often up to 46.1 µM), for the others: at the highest dose growth rescue (activation), actives largely listed as activators; 410,000 compounds, 1.8% hits; AID 652104; further: potency means the concentration at half of the fitted maximal effect; % of control where 0% means no effect; nearly all actives have a fitted effect of over 50% in size
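Cell-based yeast growth screen: TDP-43 expression induced in galactose, inoculum OD600=0.02 after raffinose pregrowth to mid-log. Read-out BacTiter-Glo luminescence at 24 hr, 30 deg C; inhibition of toxicity seen as signal increase.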
HEK293 tox: cytotoxicity counter-screen for GLP-1 receptor inverse agonists. HEK293 cAMP-luciferase reporter cells, luminescence, 24 h. Potency, µM (doses to about 38.3 µM), inactives show at the top dose activity change, negative = inhibition, hits mostly inhibitors. AID 624418. 410,000 compounds, 0.13% hits;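 further: loss of luciferase light is scored as toxicity; potency means the concentration at half of the fitted maximal effect; on the % scale 0 is the no-effect control and ±100 the full control effect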
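Compound-treated cells are incubated 24 hr at 37 deg C under 5% CO2 after a 12 hour attachment period, then luciferase detection reagent is added and luminescence is measured following 12 min at room temperature; lowered signal indicates toxicity.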
MmCpn inh: M. maripaludis TRiC chaperonin inhibition; 330,000 compounds, 0.031% hits; Potency, µM (series often up to 76.9 µM), for inactives: at the top dose activity, negative = inhibition, hits mostly inhibitors; purified Mm-Cpn ATPase, ADP Transcreener TR-FRET; AID 504842; further: potency means the concentration at half of the fitted maximal effect; on the % scale 0 is the no-effect control and ±100 the full control effect; nearly all actives have a fitted effect of over 80% in size
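ATP (10 uM final) was added to archaeal chaperonin (25 nM final) after 10 min exposure to test compound at 37°C; after 30 min further incubation, ADP was detected by competitive TR-FRET.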
An asterisk follows results filed as active; i = inactive; ? = inconclusive; . = no result given; & = joins results of further samples; [ ] = remark or other dose. Unless noted, the call rests on the fitted dose curve; in most records, active means well fitted curve in the direction sought with a large enough effect; inconclusive means small, poorly fitted or top-dose-only effect, or another doubt; inactive means no such curve, though single readings can be large; an effect the other way counts as inactive or inconclusive. Some of the compounds tested; count on the stated rates, not on these rows.

SMILES | aSyn yeast inh | PTHR1 agonist | Abeta yeast res | pAkt inh | GLP-1R inv ag | FUS suppressor | TDP-43 yeast inh | HEK293 tox | MmCpn inh
CC(NC(=S)NCc1ccc(F)cc1)C12CC3CC(CC(C3)C1)C2 (stereo unspecified) | 2.6% | -17.9% | 5.62µM* | i | ? | 14.9% | -6.0% | ? | 0.9%
CCCc1ccc(NC(=O)C2CCN(c3cnccn3)CC2)cc1 | -17.1% | -20.2%&-21.3% | -0.6%&-4.0% | i | ? | 28.8%&9.4% | ? | -0.7%&-9.7% | -0.3%
O=S(=O)(NCc1ccccc1)c1ccc(S(=O)(=O)N(Cc2ccccn2)C2CCCC2)cc1 | 11.0% | i | 0.7% | i | 0.2% | 17.2% | -18.8% | -26.1% | -1.0%
Cc1ccc(C(=O)Nc2ccc(-c3nc4ccccc4s3)c(O)c2)c(C)c1 | . | i | -2.5% | . | 7.9% | -25.5% | 14.5% | -5.4% | .
COc1ccc(N(CC(=O)Nc2ccc3c(c2)OCO3)S(C)(=O)=O)c(OC)c1 | 0.8% | ? | 4.6% | i | -8.4% | 13.0% | -8.2% | 2.9% | 0.7%
COc1ccccc1NS(=O)(=O)c1cc(NC(=O)c2cc(F)c(F)c(F)c2F)ccc1N1CCOCC1 | 2.3% | -15.9% | 20.3% | i | -4.7% | 5.2% | -13.4% | -12.8% | -12.3%
Cc1cccc2c(N=Nc3ccc(S(=O)(=O)Nc4ccc(Cl)cc4)cc3[N+](=O)[O-])c(O)[nH]c12 | -3.0% | -25.9% | 19.5% | i | ? | 14.1% | -12.8% | -24.9% | -0.6%
CN1CC(=O)N2[C@H](c3ccc4c(c3)OCO4)c3[nH]c4ccccc4c3C[C@@H]2C1=O | -1.0% | -19.4% | -9.4% | i | -1.8% | -31.3% | 28.9% | 3.3% | 1.1%
CCc1cccc(CC)c1NC(=O)C[n+]1cccc(C(N)=O)c1 | 1.4% | i | 7.2% | i | 3.4% | -11.4% | 12.3% | 7.0% | -19.9%
O=C(CSc1nnnn1-c1ccc(Cl)cc1)NC(=O)Nc1ccc2c(c1)OCCO2 | 13.3% | i | -8.2% | i | -2.5% | 1.1% | -11.8% | 1.0% | 1.2%
CC1CCN(C(=O)CSc2c(C(C)C)cnc3c2c(=O)n(C)c(=O)n3C)CC1 | . | -1.7% | -12.9% | . | ? | 4.5% | 4.6% | -18.8% | .
CCc1ccc(-c2cc(C)no2)cc1S(=O)(=O)NCCc1ccc(OC)c(OC)c1 | 20.5% | i | -15.8% | i | ? | 27.5% | -0.2% | -12.4% | 2.7%
COc1ccc2c(OC)cc(=O)n(C)c2c1 | -0.6% | i | -12.1% | i | 40.5%[activator] | . | -12.3% | -11.9% | 0.6%
COC(=O)c1[nH]nc(C(=O)OC(C)(C)C)c1-c1ccccc1 | 6.2% | -39.3%[inhibitor] | 17.9% | i | ? | 15.2% | 7.8% | -11.5% | 0.3%
COc1ccc(C(=O)Nc2ccc(NC(=O)c3ccccc3)cc2)cc1S(=O)(=O)N1CCOCC1 | 0.9% | i | 1.1% | i | ? | -6.4% | 13.3% | ? | 0.1%
CCCn1ccc2c(OCC(=O)Nc3ccc(OC)c(OC)c3)cccc2c1=O | . | -14.8% | -4.1% | . | 10.2% | 26.3% | 0.0% | 3.8% | .
OCC1(Cc2ccccc2C(F)(F)F)CCN(Cc2ccncc2)CC1 | 5.2% | i | -3.4% | i | ? | 13.7% | -4.9% | -1.0% | 1.2%
Cc1cc(C)cc(OCc2nnc(SCC(=O)NC3CC3)n2C)c1 | 3.6% | i | -10.1% | i | 7.1% | 6.8% | 14.5% | ? | -3.4%
CC(/C=N/NC(=O)c1ccncc1)=C\c1ccc(C(C)C)cc1 | 0.6% | -9.2%[57.5 µM] | 22.4% | . | -0.5% | 16.3% | 3.6% | 3.6% | -2.2%
O=C(Nc1ccc(F)c(Cl)c1)c1csc(COCCO)n1 | -6.7% | -29.6% | -7.1% | i | 18.2% | 0.7% | 17.4% | -2.2% | .
Cc1ccccc1Cn1c(=O)n(Cc2ccco2)c(=O)c2ccccc21 | 0.1% | -11.1% | -6.0% | i | 29.9% | -3.1% | 14.3% | 69.2%[activator] | 2.4%
COc1ccc(CNC(=O)c2cc(-c3ccc(Cl)cc3)n[nH]2)cc1 | . | -7.7% | 12.3% | . | -5.1% | 1.5% | -3.3% | -10.9% | .
CC(C)(C)C(=O)O/N=C(\N)c1ccc(-c2csnn2)cc1 | -0.9% | -19.3% | -20.7% | i | -2.3% | 0.4% | ? | -3.1% | 1.2%
CC(=O)c1cccc(NC(=O)c2sc(Cl)nc2C)c1 | 5.4% | -12.0% | 21.7% | i | 26.4% | -14.9% | ? | -8.7% | 0.7%
CC(C)C(=O)Nc1ccc(N2CCN(c3ccc(F)cc3)CC2)cc1 | 4.3% | -8.8% | -5.0% | i | -12.8% | -9.8% | -8.3% | -15.0% | 0.6%
COc1ccc(S(=O)(=O)NCc2ccc3c(c2)OCO3)cc1C(=O)O | -2.5% | -4.3%[57.5 µM] | 2.8% | i | 9.3% | 2.9% | 10.4% | -9.6% | 1.3%
CCOc1ccc(NC(=O)CCc2c(C)nc3nc(C)nn3c2C)cc1 | . | -1.4% | -5.4% | . | 9.5% | -13.9% | -5.2% | 17.3% | .
CSCCC1NC(=O)N(CC(=O)Nc2cc(C)on2)C1=O (stereo unspecified) | 12.7% | -11.0% | 17.7% | i | -2.8% | -12.4% | 14.5% | -4.5% | 0.8%
COC(=O)[C@]1(Cc2ccccc2)N[C@H](c2ccc(-c3ccc(Cl)c(Cl)c3)cc2)[C@@H]2C(=O)N(C)C(=O)[C@@H]21 | 7.7% | -6.0% | 10.1% | i | ? | ? | -2.1% | -7.8% | 1.6%
O=C(Cn1cc(C(F)(F)F)ccc1=O)N/N=C/c1cccc(Cl)c1 | -4.7% | -7.1% | -11.0% | i | 4.8% | 1.2% | -16.0% | 8.9% | 0.3%
CC(=O)Nc1ccc(N=Nc2ccc(O)cc2)cc1 | -8.3% | -26.5% | 6.2% | i | ? | . | 20.6% | ? | -3.4%
Cc1nc2sccn2c(=O)c1S(=O)(=O)NCCc1ccccc1 | -13.1% | i | -8.7% | i | -5.1% | -23.1% | 13.7% | 0.2% | 0.2%
O=C(Cc1cccs1)Nc1nnc(COc2ccccc2)s1 | -2.8% | ? | -4.9% | i | 4.6% | ? | -14.0% | 1.6% | .
Cc1cc(N(C)C)cc(C)c1N=Nc1cc[n+]([O-])cc1 | -0.2% | -1.8% | -15.9% | i | 21.2% | -6.9% | 5.5% | ? | .
O=C(Nc1cc(S(=O)(=O)N2CCCCC2)ccc1N1CCCCC1)C1CC1 | 10.8% | -32.0% | ? | i | 1.0% | 27.9% | 9.5% | -6.7% | 1.4%
CCOc1ccc(-c2nc(C#N)c(NCc3ccco3)o2)cc1 | 0.4% | -7.3% | -0.4% | i | 36.4%[activator] | -5.6% | -14.5%[0.397 µM] | 14.1% | 0.3%
O=C(NCc1ccccc1)C(c1ccncc1)N(C(=O)c1csnn1)c1cccc(F)c1 (stereo unspecified) | 4.1% | i | 7.9% | i | 5.6% | 7.7% | -14.9% | 10.7% | 1.8%
COCCN1C(=O)N[C@@H](c2cccc(C(F)(F)F)c2)C(C(=O)OC)=C1C | 0.3% | i | -5.1% | i | 6.4% | 2.4% | 22.2% | 2.8% | .
O=C(NCCN1CCOCC1)c1cc([N+](=O)[O-])ccc1Cl | -0.8% | i | -1.5% | i | -14.9% | -10.1% | 3.7% | 9.3% | -1.7%
Cc1cc(Br)ccc1NC(=O)CN1C(=S)NC(C)(C)CC1C (stereo unspecified) | 1.7% | -23.7% | -1.7% | i | -7.1%[7.66 µM] | 27.3% | 1.4% | -23.5%[7.66 µM] | -2.0%
Nc1ccc(C(=O)N/N=C/c2c[nH]c3ccccc23)cc1 | -4.8% | -10.5% | -4.2% | i | -5.2% | -21.8% | 20.7% | -6.1% | -3.9%
COc1cc(C(=O)NCc2nnc(SCC(=O)N3CCc4ccccc43)o2)cc(OC)c1OC | -10.6% | i | 9.0% | i | -11.6% | 6.8% | 16.5% | -4.2% | 1.3%
COc1ccc(Cl)cc1NC(=S)NCc1cccnc1 | -9.9% | -3.9% | -5.1% | i | -17.2% | -32.8% | -3.4% | 4.9% | -2.3%

Filtered by structure: the entries above with an NH in an aromatic ring.
SMILES | aSyn yeast inh | PTHR1 agonist | Abeta yeast res | pAkt inh | GLP-1R inv ag | FUS suppressor | TDP-43 yeast inh | HEK293 tox | MmCpn inh
Cc1cccc2c(N=Nc3ccc(S(=O)(=O)Nc4ccc(Cl)cc4)cc3[N+](=O)[O-])c(O)[nH]c12 | -3.0% | -25.9% | 19.5% | i | ? | 14.1% | -12.8% | -24.9% | -0.6%
CN1CC(=O)N2[C@H](c3ccc4c(c3)OCO4)c3[nH]c4ccccc4c3C[C@@H]2C1=O | -1.0% | -19.4% | -9.4% | i | -1.8% | -31.3% | 28.9% | 3.3% | 1.1%
COC(=O)c1[nH]nc(C(=O)OC(C)(C)C)c1-c1ccccc1 | 6.2% | -39.3%[inhibitor] | 17.9% | i | ? | 15.2% | 7.8% | -11.5% | 0.3%
COc1ccc(CNC(=O)c2cc(-c3ccc(Cl)cc3)n[nH]2)cc1 | . | -7.7% | 12.3% | . | -5.1% | 1.5% | -3.3% | -10.9% | .
Nc1ccc(C(=O)N/N=C/c2c[nH]c3ccccc23)cc1 | -4.8% | -10.5% | -4.2% | i | -5.2% | -21.8% | 20.7% | -6.1% | -3.9%
